Screening results: PubChem, several laboratories
CaV13 FRET inh: Primary screen for inhibitors of IQ motif and Ca2+-dependent inactivation inhibitor domain binding in CACNA1D, Förster resonance energy transfer in living cells, … | HEK cells, CFP/YFP FRET ICDI-IQ, plate reader, 10 min; percent FRET-ratio fall versus neutral wells | inhibition, % at 12.3 µM | 340,000 compounds, 0.098% hits | AID 743397;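 active means mean replicate inhibition of at least 30% and at least 1% of replicates passing that level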;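 further: 0% = median of the neutral control wells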
iPSC survival up: enhancers of human iPSC single-cell survival; survival enhancement, % at 20 µM; 360,000 compounds, 0.044% hits; AID 602274; hiPSC single-cell survival, ATPlite luminescence; 100% = ROCK inhibitor wells, 0% = DMSO; in the data active means survival enhancement above about 18%;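 further: cells exposed to compounds for 16 hours before the ATP read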
Peg3 prom inh: reduces Peg3 promoter-driven luciferase expression in HeLa | HeLa PEG-Prom luciferase reporter, luminescence, overnight | inhibition, % at 20 µM | 360,000 compounds, 1.7% hits;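 active means inhibition of at least 50% at 20 µM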
NR2E3 ag-1: activates human photoreceptor nuclear receptor NR2E3; inhibition of corepressor binding, % at 4.78 µM; GST-NR2E3/biotin-RetCOR TR-FRET, 1536-well; Q9Y5X4; AID 2300; 320,000 compounds, 0.12% hits;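 active means percent inhibition above the cutoff of mean plus 3 SD of all tested compounds, set per screening campaign, cut at about 20% in these data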;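 further: 0% = DMSO wells and 100% = biotin wells as full block of FRET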
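Material: NR2E3–RetCOR corepressor complex / Incubation: Compound–protein incubation for 5 h at 4 °C / Dosing: compound at 4.8 µM, single dose / Detection: time-resolved FRET / Benchmarks: high control biotin, low control 0.6% DMSO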
HIF-2a block: blocks HIF-2a reporter activity; 786-0 RCC cells HIF-2a reporter, luciferase luminescence, overnight; inhibition, % at 18.8 µM; 360,000 compounds, 0.72% hits;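 active means inhibition of the luminescence signal of 40% or more relative to plate controls, in a single-dose primary screen at 18.75 µM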
Shn3 3UTR inh: reduces Shn3 3'UTR luciferase signal in osteoblasts. Clone20 osteoblast Shn3 3'UTR firefly luciferase, 24 h. inhibition, % at 12.5 µM. 360,000 compounds, 0.52% hits. AID 588674;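 active means mean inhibition of at least 75% with every replicate also reaching 75%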;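 further: 0% = median of neutral control wells and 100% = pilot-screen positive control compound; some compounds past the cut are filed as inactive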
PDI turbidity: PDI (human) enzyme inhibition | PDI insulin aggregation turbidity, A650, 90 min | inhibition, % at 10 µM | 350,000 compounds, 0.052% hits | AID 588391;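 active means mean inhibition across replicates of 30% or more, whatever share of single replicates reach that level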;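 further: absorbance from insulin aggregation driven by PDI reduction with DTT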
Target sequence (P07237 whole entry, looked up): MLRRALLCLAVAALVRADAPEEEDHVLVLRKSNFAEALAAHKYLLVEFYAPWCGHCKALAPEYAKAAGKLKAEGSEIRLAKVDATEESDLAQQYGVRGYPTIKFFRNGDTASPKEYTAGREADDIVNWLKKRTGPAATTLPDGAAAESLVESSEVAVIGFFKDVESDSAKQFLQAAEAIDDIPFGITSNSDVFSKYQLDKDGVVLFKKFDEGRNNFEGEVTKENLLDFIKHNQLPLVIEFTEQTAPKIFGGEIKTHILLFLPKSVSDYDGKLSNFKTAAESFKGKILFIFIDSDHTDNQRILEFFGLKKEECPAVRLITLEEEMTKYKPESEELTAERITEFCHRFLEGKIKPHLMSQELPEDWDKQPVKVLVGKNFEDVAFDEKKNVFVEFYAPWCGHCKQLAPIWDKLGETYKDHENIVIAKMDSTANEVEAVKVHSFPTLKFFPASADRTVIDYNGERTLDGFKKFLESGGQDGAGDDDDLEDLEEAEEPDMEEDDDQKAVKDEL
TRPM1 prom inh: reduces MITF-dependent TRPM1 promoter luciferase signal | inhibition, % at 12.5 µM | SK-MEL-5 TRPM1 promoter luciferase, 24 h | AID 488899 | 330,000 compounds, 0.83% hits;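 active means mean inhibition across replicates of 60% or more, whatever share of single replicates reaches that level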; further: values of inactives mirror those of a sister screen read the other way
m5-HT2A agonist: activates the mouse 5-HT2A serotonin receptor; P35363; CHO-K1 mHTR2A beta-arrestin complementation, luminescence; percent of 30 µM serotonin response; activation, % at 7.6 µM; 360,000 compounds, 0.66% hits; AID 624169;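 active means activation above a run cutoff, the mean activation of all tested compounds plus 3 SD, cut at about 14% in these data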;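 further: 0% = plate median of compound wells and 100% = 30 µM serotonin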
Target sequence (P35363 whole entry, looked up): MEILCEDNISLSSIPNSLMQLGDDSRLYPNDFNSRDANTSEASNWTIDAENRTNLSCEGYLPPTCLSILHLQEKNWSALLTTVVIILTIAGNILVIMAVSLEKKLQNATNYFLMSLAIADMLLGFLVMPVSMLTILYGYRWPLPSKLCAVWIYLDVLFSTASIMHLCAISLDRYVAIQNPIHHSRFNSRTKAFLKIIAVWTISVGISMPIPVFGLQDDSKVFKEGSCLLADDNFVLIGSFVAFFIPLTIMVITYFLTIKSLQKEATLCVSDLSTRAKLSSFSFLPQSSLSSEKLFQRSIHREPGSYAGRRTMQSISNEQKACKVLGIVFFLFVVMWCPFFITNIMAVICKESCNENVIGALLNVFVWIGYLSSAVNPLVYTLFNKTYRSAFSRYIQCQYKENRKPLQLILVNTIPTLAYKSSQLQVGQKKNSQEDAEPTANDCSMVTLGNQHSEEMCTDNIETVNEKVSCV
NR2E3 ag-2: human photoreceptor-specific nuclear receptor agonism; 360,000 compounds, 0.35% hits; Q9Y5X4; CHO-S Gal4-NCOR/VP16-NR2E3 two-hybrid, luciferase; AID 602229; inhibition of corepressor binding, % at 3.98 µM;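 active means inhibition above the mean of all tested compounds plus 3 SD, cut at about 70% in these data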;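 further: 0% = DMSO with NR2E3 transfected cells and 100% = cells lacking NR2E3 construct; higher means lower luciferase signal from less NR2E3 corepressor binding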
Cardio protect: myocardial damage modulation in H9c2 cells; H9c2 cardiomyocytes, H2O2 injury protection, ATPLite, 2 h; 360,000 compounds, 0.63% hits; protection from H2O2 cell death, % at 20 µM;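 active means compounds giving at least 50% protection of heart cells from peroxide-induced death in the single-dose screen, raw or plate-pattern-corrected value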;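 further: 0% = DMSO wells with peroxide and 100% = DMSO wells without peroxide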
The depositor's hits bear a star; nt = not tested or not shown.

[1] C[C@@H]1CN([C@H](C)CO)C(=O)CCCn2cc(nn2)CO[C@H]1CN(C)S(=O)(=O)c1cccc(C#N)c1
[2] CCOc1ccc(N(CC(=O)Nc2ccccc2F)S(=O)(=O)c2c(C)[nH]c(=O)[nH]c2=O)cc1
[3] COc1ccc(S(=O)(=O)Nc2c(C)n(C)n(-c3ccccc3)c2=O)cc1Br
[4] CCOc1ccc(NC(=O)N(CCN(C)C)C(C)c2ccncc2)cc1 (stereo not given)
[5] CS(=O)(=O)c1ccc2nc(NC(NC(=O)c3ccco3)(C(F)(F)F)C(F)(F)F)sc2c1
[6] COc1ccccc1OCCC(=O)OCC(=O)NC(=O)NC(C)(C)C

assay / entry	1	2	3	4	5	6
CaV13 FRET inh	-5	-2	-2	-5	-8	4
iPSC survival up	0.8	-0.3	-0.4	2.0	-0.8	0.6
Peg3 prom inh	2	0	0	-4	15	3
NR2E3 ag-1	nt	4	0	2	2	-3
HIF-2a block	-1	7	15	-3	0	10
Shn3 3UTR inh	0	6	-31	-3	6	9
PDI turbidity	-1	9	3	1	5	-11
TRPM1 prom inh	nt	1	4	-4	-7	2
m5-HT2A agonist	-2	7	1	-2	-3	2
NR2E3 ag-2	1	-16	1	6	10	-20
Cardio protect	9	1	3	0	-5	3

[7] CC(=O)c1c(C)[nH]c(C(=O)Nc2ccc(Cl)cc2F)c1C
[8] Cc1c(NC(=S)N/N=C/C=C/c2ccc([N+](=O)[O-])cc2)c(=O)n(-c2ccccc2)n1C
[9] O=C(NCc1ccc(F)cc1)c1cccc2c1C(=O)N(Cc1cccnc1)C2
[10] COCCC(=O)N1CCC(Oc2ccc(C(=O)NC3CCCCC3)cc2)CC1
[11] CCN(CC)CCCNC(=O)c1cc2c(-c3cccc(OC)c3)nn(C)c2s1
[12] COc1ccc(-c2nnnn2C)cc1S(=O)(=O)NCCc1ccccc1

assay / entry	7	8	9	10	11	12
CaV13 FRET inh	-7	-12	-3	-4	-14	-4
iPSC survival up	-0.5	-0.5	2.2	0.3	-0.5	1.6
Peg3 prom inh	-420	-13	10	4	3	-5
NR2E3 ag-1	0	5	-1	5	-1	0
HIF-2a block	-217	7	20	4	2	-13
Shn3 3UTR inh	-33	19	-6	3	-15	5
PDI turbidity	-3	-4	-5	8	5	6
TRPM1 prom inh	-75	3	-4	4	-14	3
m5-HT2A agonist	-13	-3	2	1	-9	1
NR2E3 ag-2	-83	1	20	-43	-23	-4
Cardio protect	-1	0	4	2	15	3

Two records drawn at random from the list so far, as already listed:
[8] Cc1c(NC(=S)N/N=C/C=C/c2ccc([N+](=O)[O-])cc2)c(=O)n(-c2ccccc2)n1C
[5] CS(=O)(=O)c1ccc2nc(NC(NC(=O)c3ccco3)(C(F)(F)F)C(F)(F)F)sc2c1

assay / entry	8	5
CaV13 FRET inh	-12	-8
iPSC survival up	-0.5	-0.8
Peg3 prom inh	-13	15
NR2E3 ag-1	5	2
HIF-2a block	7	0
Shn3 3UTR inh	19	6
PDI turbidity	-4	5
TRPM1 prom inh	3	-7
m5-HT2A agonist	-3	-3
NR2E3 ag-2	1	10
Cardio protect	0	-5

(continued)
[13] CCOc1ccc(NC(=O)c2cccc(S(=O)(=O)NCc3cccnc3)c2)cc1
[14] CCCCn1c(N)c(N(CC(C)C)C(=O)CC2OC(=O)c3ccccc32)c(=O)[nH]c1=O (stereo not given)
[15] CCCOc1nc(N)c(C#N)c(-c2ccccc2F)c1C#N
[16] Cc1[nH]c2ccccc2c1CCO
[17] C=CCOc1ccc(CNc2nccs2)cc1OCC
[18] C/C(=N/NC(=O)CNC(=O)COc1ccccc1)c1ccco1

assay / entry	13	14	15	16	17	18
CaV13 FRET inh	-13	-6	nt	nt	nt	-7
iPSC survival up	1.9	1.6	-1.8	-0.9	-2.3	1.8
Peg3 prom inh	-4	0	26	18	5	-13
NR2E3 ag-1	nt	0	nt	1	0	3
HIF-2a block	16	0	31	10	3	17
Shn3 3UTR inh	-9	-13	6	-9	3	-10
PDI turbidity	-9	11	-8	-3	-8	-10
TRPM1 prom inh	nt	-3	14	-2	10	17
m5-HT2A agonist	-2	2	-4	1	6	-1
NR2E3 ag-2	-10	-3	-11	11	4	9
Cardio protect	9	7	2	-2	-2	8

[19] COc1ccc(-c2cc3ccccc3oc2=O)cc1
[20] CC1(C)CC(OC(=O)c2ccccc2)CC(C)(C)N1
[21] COc1ccc(-c2nc(C)ncc2-c2csc(C)n2)c(O)c1
[22] CC1CCc2c(sc(NC(=O)CSc3nc4c(c(C(F)(F)F)n3)CCc3ccccc3-4)c2C(N)=O)C1 (stereo not given)
[23] COc1ccc(CNC(=O)c2cnc(C)cn2)c(OC)c1
[24] O=C(COC(=O)/C=C/c1ccc(Cl)cc1Cl)Nc1cccc(S(=O)(=O)NC2=NCCC2)c1

assay / entry	19	20	21	22	23	24
CaV13 FRET inh	-4	nt	-3	-3	-8	-6
iPSC survival up	0.1	-0.2	2.8	0.3	2.8	-0.6
Peg3 prom inh	-284	-2	-27	30	0	9
NR2E3 ag-1	0	2	3	-3	-3	nt
HIF-2a block	-271	1	-20	15	8	-2
Shn3 3UTR inh	-70	-1	-15	7	5	-6
PDI turbidity	2	0	14	3	6	-22
TRPM1 prom inh	-40	0	-7	5	-6	nt
m5-HT2A agonist	1	-13	-6	2	-2	-5
NR2E3 ag-2	-133	15	4	5	-2	-39
Cardio protect	-19	-2	5	-7	11	2

Along the list, as entered above.
Nos. 7–14 in iPSC survival up: -0.5, -0.5, 2.2, 0.3, -0.5, 1.6, 1.9, 1.6
Nos. 7–14 in CaV13 FRET inh: -7, -12, -3, -4, -14, -4, -13, -6
Nos. 7–14 in Cardio protect: -1, 0, 4, 2, 15, 3, 9, 7

Next part:
[25] O=C(CCn1c(=O)oc2ccc(Cl)cc21)N1CCN(c2ccccc2)CC1
[26] O=C1CCN(Cc2ccccc2)C=C1c1cccc(O)c1
[27] COc1ccc(C(=O)Nc2cc(C)on2)cc1[N+](=O)[O-]
[28] COc1ccc(-c2nc(SCC(=O)Nc3cccc(S(N)(=O)=O)c3)n[nH]2)cc1
[29] Cc1ccn2c(NC(=O)c3ccccc3)c(-c3ccccc3)nc2c1
[30] O=C(c1ccc(Cl)cc1)C(CN1CCCC1)c1ccccc1 (stereo not given)

assay / entry	25	26	27	28	29	30
CaV13 FRET inh	-21	-6	1	-7	-8	12
iPSC survival up	0.1	2.0	1.0	-0.4	-0.7	-0.3
Peg3 prom inh	27	-15	-16	-34	13	76*
NR2E3 ag-1	-2	nt	0	nt	-1	5
HIF-2a block	7	-20	-13	-56	-36	37
Shn3 3UTR inh	10	-14	-17	2	1	-1
PDI turbidity	-2	15	2	5	-1	-8
TRPM1 prom inh	-2	-5	-15	-15	-14	77*
m5-HT2A agonist	3	-4	9	-8	3	1
NR2E3 ag-2	14	-18	-10	-10	-8	-3
Cardio protect	5	0	2	-16	3	-23

Reformatted: results already given.
no. | Structure | CaV13 FRET inh | iPSC survival up | Peg3 prom inh | NR2E3 ag-1 | HIF-2a block | Shn3 3UTR inh | PDI turbidity | TRPM1 prom inh | m5-HT2A agonist | NR2E3 ag-2 | Cardio protect
26 | O=C1CCN(Cc2ccccc2)C=C1c1cccc(O)c1 | -6 | 2.0 | -15 | nt | -20 | -14 | 15 | -5 | -4 | -18 | 0
25 | O=C(CCn1c(=O)oc2ccc(Cl)cc21)N1CCN(c2ccccc2)CC1 | -21 | 0.1 | 27 | -2 | 7 | 10 | -2 | -2 | 3 | 14 | 5

(next part)
[31] Cc1ccc(NC2c3ccccc3C(=O)N2c2cccnc2)cc1 (stereo not given)
[32] O=C(NCc1ccc2c(c1)OCO2)c1cnc2ccccn2c1=O
[33] O=S(=O)(NC1c2cccc3cccc(c23)C1N1CCN(CCO)CC1)c1ccccc1 (stereo not given)
[34] CCOC(=O)C(C)Sc1nc(-c2cccs2)ccc1C#N (stereo not given)
[35] COc1ccc(C(CC(=O)Nc2ccccn2)N2Cc3ccccc3C2=O)cc1 (stereo not given)
[36] O/N=C/c1ccc2ccccc2n1

assay / entry	31	32	33	34	35	36
CaV13 FRET inh	-3	-4	-7	-3	-19	-20
iPSC survival up	-0.8	-2.4	0.6	-3.7	-0.1	0.3
Peg3 prom inh	0	0	15	-39	-91	16
NR2E3 ag-1	0	-3	nt	6	0	-1
HIF-2a block	16	-9	21	-60	-133	22
Shn3 3UTR inh	-3	-37	-21	-20	-8	13
PDI turbidity	-1	-3	1	-1	6	-2
TRPM1 prom inh	7	0	38	0	-44	-2
m5-HT2A agonist	-2	-1	-4	-5	4	-3
NR2E3 ag-2	2	-14	6	-25	-32	-11
Cardio protect	3	2	9	-9	1	0

[37] CCCN(C(=O)c1cc(Cl)nc2ccccc12)c1c(N)n(Cc2ccccc2)c(=O)[nH]c1=O
[38] CCNC(=O)COC(=O)c1cc(=O)[nH]c2ccccc12
[39] O=C(c1nc2ccc(Cl)cn2c1CNCC[C@@H]1C[C@@H]2C=C[C@H]1C2)N1CCCCCCC1
[40] CCOC(=O)N1CCC(Nc2cc(C)nc3c(-c4ccccc4OC)c(C)nn23)CC1

assay / entry	37	38	39	40
CaV13 FRET inh	-14	-9	-7	-5
iPSC survival up	1.3	-0.3	-0.6	-0.4
Peg3 prom inh	4	1	-1	6
NR2E3 ag-1	0	3	0	0
HIF-2a block	6	10	19	4
Shn3 3UTR inh	-18	7	-28	23
PDI turbidity	3	1	11	-4
TRPM1 prom inh	4	9	0	18
m5-HT2A agonist	6	2	-5	10
NR2E3 ag-2	-10	6	-31	8
Cardio protect	0	4	0	-4

Compounds were not picked by outcome. About 3.9% of those tested had a hit in this group.
